Gli-Sufu antag – Gli-Sufu pathway antagonists, primary screen, luciferase luminescence, Sufu-KO-LIGHT cells, uHTS. Sufu-KO-LIGHT fibroblasts, Gli luciferase reporter luminescence. inhibition, % at 5 µM. actives 0.74% (n = 340,000). AID 588413, 2011;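 active = inhibition above about 55%, limit read from the data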;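 also: 0% = DMSO-treated cells and 100% = wells with medium but no cells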
Jurkat NFkB inh – inhibitors of induced NF-kB luciferase reporter, primary screen, TCR NF-kB activation inhibitor project, cell-based, luminescence, uHTS | Jurkat, PMA/ionomycin-induced NF-kB luciferase reporter | inhibition, % at 4 µM | actives 0.53% (n = 330,000) | AID 435003, 2010
UBC13 inh – UBC13 polyubiquitin chain formation inhibitors, primary screen, biochemical, TR-FRET, uHTS | Ubiquitin-conjugating enzyme E2 N (Homo sapiens), P61088 | inhibition, % at 20 µM | actives 0.47% (n = 330,000) | AID 485273, 2010; in the data active = inhibition above about 45%, passing the limit was not always enough; inconclusive = no clear call, values can overlap the other calls
CCR6 antag – CCR6 receptor antagonists, primary screen, cell-based, CHO-K1, luminescence, beta-arrestin, uHTS. inhibition, % at 20 µM. actives 0.49% (n = 340,000). CHO-K1 CCR6 PathHunter beta-arrestin, CCL20-stimulated. AID 493098, 2011. C-C chemokine receptor type 6 (Homo sapiens), P51684;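 active = compounds whose inhibition of the agonist-driven luminescence signal at 20 µM reaches about 50%, limit read from the data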;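 also: cells stimulated with CCL20 at 14 nM final; plate controls were DMSO with CCL20 for no effect and DMSO without agonist for full effect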
Target sequence (P51684 whole entry, looked up): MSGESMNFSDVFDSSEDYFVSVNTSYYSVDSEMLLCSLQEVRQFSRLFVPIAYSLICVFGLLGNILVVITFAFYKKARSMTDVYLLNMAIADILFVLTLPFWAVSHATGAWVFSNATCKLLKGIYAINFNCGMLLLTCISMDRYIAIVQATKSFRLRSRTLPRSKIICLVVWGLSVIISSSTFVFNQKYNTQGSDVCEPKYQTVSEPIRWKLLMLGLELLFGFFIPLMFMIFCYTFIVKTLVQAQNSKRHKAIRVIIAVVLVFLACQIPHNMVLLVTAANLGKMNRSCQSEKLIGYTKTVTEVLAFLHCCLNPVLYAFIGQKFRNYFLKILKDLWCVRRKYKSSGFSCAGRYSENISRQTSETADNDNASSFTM
Apaf1 inhib – inhibitors of human Apaf-1 apoptosome, primary screen, biochemical, DEVD-Rh110 fluorescence, uHTS. reconstituted apoptosome caspase-3 activity. actives 0.71% (n = 330,000). inhibition, % at 20 µM. Apoptotic protease-activating factor 1 (Homo sapiens), O14727; active = inhibition of at least 40% at 20 µM;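 also: plate controls were DMSO wells for no effect and DEVD-CHO caspase inhibitor wells for full effect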
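detection = Rh110 fluorescence intensity | test system = biochemical Apaf-1 apoptosome reconstitution | also added = cytochrome c and DEVD-Rh110 substrate | schedule = 30 min plus 50 min, RT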
697 NFkB inh – inhibitors of PMA/ionomycin-induced NF-kB reporter, 697 cells, primary screen, B-cell NF-kB inhibitor project, cell-based, luminescence, uHTS. actives 0.33% (n = 330,000). 697 B-cell NF-kB luciferase reporter, 16 h. inhibition, % at 4 µM. AID 435022, 2010; in the data active = inhibition above about 35%
EBI2 block – EBI2 receptor antagonists, beta-arrestin recruitment, primary screen, cell-based, luminescence, 7a,25-OHC stimulation, uHTS; G-protein coupled receptor 183 (Homo sapiens), P32249; 7a,25-OHC stimulated; inhibition, % at 5 µM; actives 0.81% (n = 360,000); AID 651636, 2012; in the data active = inhibition above about 38%;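 also: enzyme fragment complementation signal reports receptor beta-arrestin coupling in cells; 0% = agonist plus DMSO wells and 100% = wells without agonist; some results beyond the cut were filed as inactive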
Target sequence (P32249 whole entry, looked up, the tested form may be a part): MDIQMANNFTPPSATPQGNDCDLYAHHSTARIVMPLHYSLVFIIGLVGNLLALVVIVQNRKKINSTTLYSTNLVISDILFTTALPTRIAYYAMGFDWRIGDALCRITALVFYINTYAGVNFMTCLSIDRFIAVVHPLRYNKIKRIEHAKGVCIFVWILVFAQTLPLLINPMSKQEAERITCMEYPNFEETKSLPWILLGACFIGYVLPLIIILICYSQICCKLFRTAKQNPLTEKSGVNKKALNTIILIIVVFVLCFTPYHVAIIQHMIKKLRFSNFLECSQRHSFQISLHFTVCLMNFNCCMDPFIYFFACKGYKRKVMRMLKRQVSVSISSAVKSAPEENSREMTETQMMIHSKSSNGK
SENP8 inh – SENP8 protease inhibitors, primary screen, biochemical, luminescence; Sentrin-specific protease 8 (Homo sapiens), Q96LD8; purified SENP8, Z-RLRGG-aminoluciferin cleavage; inhibition, % at 10 µM; actives 1.2% (n = 330,000)
Target sequence (Q96LD8 whole entry, looked up): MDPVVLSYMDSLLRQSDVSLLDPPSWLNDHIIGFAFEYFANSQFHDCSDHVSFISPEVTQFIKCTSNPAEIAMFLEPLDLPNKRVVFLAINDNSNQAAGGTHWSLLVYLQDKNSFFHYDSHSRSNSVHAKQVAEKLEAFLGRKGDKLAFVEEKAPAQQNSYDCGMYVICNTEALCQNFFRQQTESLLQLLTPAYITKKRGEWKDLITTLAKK
* hit, by the source's call. Rule as the data show it, unless noted: active = inhibition above about 50%; inactive = the rest. Only part of the results is shown. The share of hits here may be higher or lower than overall.

What do the screens show for `O=C(Cn1nnc(-c2ccccc2)n1)NCc1ccco1`?
Gli-Sufu antag: -11; Jurkat NFkB inh: -3; UBC13 inh: -5; CCR6 antag: -1; Apaf1 inhib: 1; 697 NFkB inh: 6; EBI2 block: -9; SENP8 inh: 2

How did COc1ccc(CCN(Cc2ccccn2)C(=S)Nc2ccccc2Cl)cc1OC do in these assays?
Gli-Sufu antag: 1; Jurkat NFkB inh: 2; UBC13 inh: 12; CCR6 antag: 17; Apaf1 inhib: 2; 697 NFkB inh: 0; EBI2 block: 1; SENP8 inh: 6

Results for Cc1ccccc1/C=N/NC(=O)c1cccnc1 ?
Jurkat NFkB inh: 8; UBC13 inh: 2; CCR6 antag: 2; Apaf1 inhib: -10; 697 NFkB inh: 2; EBI2 block: -8; SENP8 inh: -12

What do the screens show for `CC(=O)N1CCN(c2ccc(NC(=O)c3ccc4ccccc4c3)cc2)CC1`?
Gli-Sufu antag: -6; Jurkat NFkB inh: -6; UBC13 inh: 0; CCR6 antag: 3; Apaf1 inhib: 5; 697 NFkB inh: -5; EBI2 block: 16; SENP8 inh: -7

How did Cc1ccc(S(=O)(=O)NC(=O)Nc2cccc(C)n2)cc1 do in these assays?
Gli-Sufu antag: -4; Jurkat NFkB inh: 9; UBC13 inh: 5; CCR6 antag: 2; Apaf1 inhib: -3; 697 NFkB inh: -6; EBI2 block: -12; SENP8 inh: -2

What do the screens show for `O=C(NCC1CCCO1)C(C(=O)c1ccccc1)n1cc(Cl)ccc1=O` (centres undefined)?
Gli-Sufu antag: 1; Jurkat NFkB inh: -3; UBC13 inh: -9; CCR6 antag: -7; Apaf1 inhib: -3; 697 NFkB inh: -13; EBI2 block: 9; SENP8 inh: -11

What do the screens show for `Cc1ccc(SCCNC(=S)Nc2cc(C)ccc2C)cc1`?
Gli-Sufu antag: -1; Jurkat NFkB inh: -10; UBC13 inh: 5; CCR6 antag: 16; Apaf1 inhib: 25; 697 NFkB inh: 6; EBI2 block: 12; SENP8 inh: -13

What do the screens show for `CCCn1c(N)c(C(c2ccc(OC)cc2)N2CCN(c3ccccc3)CC2)c(=O)[nH]c1=O` (centres undefined)?
Gli-Sufu antag: 10; Jurkat NFkB inh: 9; UBC13 inh: 0; CCR6 antag: -23; Apaf1 inhib: 8; 697 NFkB inh: 25; EBI2 block: -8; SENP8 inh: -3

What do the screens show for `O=C(COC(=O)c1cc([N+](=O)[O-])ccc1NCc1ccccc1)NC1CCCc2ccccc21` (centres undefined)?
Gli-Sufu antag: 5; Jurkat NFkB inh: 4; UBC13 inh: -12; CCR6 antag: 30; Apaf1 inhib: 13; 697 NFkB inh: 2; EBI2 block: 20; SENP8 inh: -10

How did CCOC(=O)CCc1nn(C)c(=O)c2ccccc12 do in these assays?
Gli-Sufu antag: 0; Jurkat NFkB inh: 7; UBC13 inh: -4; CCR6 antag: 12; Apaf1 inhib: 2; 697 NFkB inh: -7; EBI2 block: -12; SENP8 inh: -14

How did COc1cc(/C=C2/SC(=O)N(Cc3ccccc3Cl)C2=O)ccc1OCc1ccncc1 do in these assays?
Gli-Sufu antag: 10; Jurkat NFkB inh: 15; UBC13 inh: -20; CCR6 antag: 8; Apaf1 inhib: 34; 697 NFkB inh: 6; EBI2 block: 5; SENP8 inh: -7

What do the screens show for `O=C(Cc1cccs1)Nc1cccc([N+](=O)[O-])c1`?
Gli-Sufu antag: -5; Jurkat NFkB inh: 8; UBC13 inh: -7; CCR6 antag: 10; Apaf1 inhib: 6; 697 NFkB inh: 4; EBI2 block: -5; SENP8 inh: 3

What do the screens show for `COc1cc(/C=C2\C(=O)N(C)C(=S)N2C)ccc1O`?
Gli-Sufu antag: -2; Jurkat NFkB inh: 4; UBC13 inh: -45; CCR6 antag: 20; Apaf1 inhib: 13; 697 NFkB inh: -10; EBI2 block: 8; SENP8 inh: -1

How did CCOC(=O)C1=NN(c2ccc(Cl)cc2)/C(=C/C2=NCCc3cc(OC)c(OC)cc32)S1 do in these assays?
Gli-Sufu antag: 5; Jurkat NFkB inh: -1; UBC13 inh: 2; CCR6 antag: 10; Apaf1 inhib: -1; 697 NFkB inh: 8; EBI2 block: 7; SENP8 inh: 7

What do the screens show for `CCCCCn1nc(-c2ccccc2)c2nc3ccccc3nc21`?
Gli-Sufu antag: 11; Jurkat NFkB inh: -4; UBC13 inh: inconclusive; CCR6 antag: 10; Apaf1 inhib: 8; 697 NFkB inh: -23; EBI2 block: 16; SENP8 inh: 2

What do the screens show for `COc1ccccc1N(CC(=O)Nc1ccc2c(c1)OCCO2)S(C)(=O)=O`?
Gli-Sufu antag: 4; Jurkat NFkB inh: 2; UBC13 inh: 7; CCR6 antag: 0; Apaf1 inhib: -6; 697 NFkB inh: 3; EBI2 block: -14; SENP8 inh: -2

How did CC(C)(C)N(Cc1ccccc1)C(=O)COC(=O)CCN1C(=O)C2CC=CCC2C1=O (centres undefined) do in these assays?
Gli-Sufu antag: -13; Jurkat NFkB inh: 7; UBC13 inh: -6; CCR6 antag: -6; Apaf1 inhib: 4; 697 NFkB inh: -9; EBI2 block: -6; SENP8 inh: 8

What do the screens show for `CCOC(=O)c1c(S(=O)(=O)NCC(=O)N2CCN(c3ccc(OC)cc3)CC2)c(C)n(C)c1C`?
Gli-Sufu antag: -4; Jurkat NFkB inh: -1; UBC13 inh: -7; CCR6 antag: 9; Apaf1 inhib: 14; 697 NFkB inh: -14; EBI2 block: -16; SENP8 inh: -10

Results for CC(=O)Nc1ccc(NC(=O)CSc2nnc(NC(=O)C3CC3)s2)cc1 ?
Gli-Sufu antag: 2; Jurkat NFkB inh: 15; UBC13 inh: -1; CCR6 antag: -3; Apaf1 inhib: -3; 697 NFkB inh: 10; EBI2 block: 9; SENP8 inh: -7

Results for C/C(=N\NC(=O)c1ccccc1O)c1cccc(NC(=O)c2ccccc2)c1 ?
Gli-Sufu antag: -7; Jurkat NFkB inh: 14; UBC13 inh: 1; CCR6 antag: 16; Apaf1 inhib: 3; 697 NFkB inh: -12; EBI2 block: -4; SENP8 inh: -4

Four structures from above, arranged by count of non-hydrogen atoms, high to low:
How did COc1cc(/C=C2/SC(=O)N(Cc3ccccc3Cl)C2=O)ccc1OCc1ccncc1 do in these assays?
Gli-Sufu antag: 10; Jurkat NFkB inh: 15; UBC13 inh: -20; CCR6 antag: 8; Apaf1 inhib: 34; 697 NFkB inh: 6; EBI2 block: 5; SENP8 inh: -7

How did CC(C)(C)N(Cc1ccccc1)C(=O)COC(=O)CCN1C(=O)C2CC=CCC2C1=O (centres undefined) do in these assays?
Gli-Sufu antag: -13; Jurkat NFkB inh: 7; UBC13 inh: -6; CCR6 antag: -6; Apaf1 inhib: 4; 697 NFkB inh: -9; EBI2 block: -6; SENP8 inh: 8

Results for CC(=O)Nc1ccc(NC(=O)CSc2nnc(NC(=O)C3CC3)s2)cc1 ?
Gli-Sufu antag: 2; Jurkat NFkB inh: 15; UBC13 inh: -1; CCR6 antag: -3; Apaf1 inhib: -3; 697 NFkB inh: 10; EBI2 block: 9; SENP8 inh: -7

What do the screens show for `CCCCCn1nc(-c2ccccc2)c2nc3ccccc3nc21`?
Gli-Sufu antag: 11; Jurkat NFkB inh: -4; UBC13 inh: inconclusive; CCR6 antag: 10; Apaf1 inhib: 8; 697 NFkB inh: -23; EBI2 block: 16; SENP8 inh: 2

Additional records:
Results for CC(C)C(NC(=O)c1ccc(F)cc1)C(=O)NCC1CCCO1 (centres undefined) ?
Gli-Sufu antag: -11; Jurkat NFkB inh: 21; UBC13 inh: 3; CCR6 antag: -10; Apaf1 inhib: -16; 697 NFkB inh: 18; EBI2 block: 0; SENP8 inh: -5

Results for CCOC(=O)CNS(=O)(=O)c1ccc2c3c(cccc13)C(=O)N2CC ?
Gli-Sufu antag: 0; Jurkat NFkB inh: 10; UBC13 inh: 5; CCR6 antag: -7; Apaf1 inhib: -2; 697 NFkB inh: 24; EBI2 block: -9; SENP8 inh: 8

How did CCCc1nc2sc3c(=O)[nH]cnc3c2c2c1CCCC2 do in these assays?
Jurkat NFkB inh: 3; UBC13 inh: inconclusive; Apaf1 inhib: -6; 697 NFkB inh: 16; SENP8 inh: 0

How did O=C(Cc1ccsc1)NCc1ccccc1F do in these assays?
Gli-Sufu antag: -10; Jurkat NFkB inh: -8; UBC13 inh: -4; CCR6 antag: 9; Apaf1 inhib: -2; 697 NFkB inh: -28; EBI2 block: -11; SENP8 inh: -4

What do the screens show for `O=C(COC(=O)c1ccc(S(=O)(=O)Nc2ccccc2)cc1)NC1CCCC1`?
Gli-Sufu antag: -2; Jurkat NFkB inh: -8; UBC13 inh: -2; CCR6 antag: 6; Apaf1 inhib: 6; 697 NFkB inh: 13; EBI2 block: 3; SENP8 inh: -6

How did c1ccc(-c2nnc(-c3ccco3)n2-c2ccccc2)cc1 do in these assays?
Gli-Sufu antag: -13; Jurkat NFkB inh: -2; UBC13 inh: 6; CCR6 antag: 3; Apaf1 inhib: 6; 697 NFkB inh: 9; EBI2 block: 6; SENP8 inh: -1

What do the screens show for `CN(C)c1ccc(C(=O)NNC(=O)C23CC4CC(CC(C4)C2)C3)cc1`?
Gli-Sufu antag: 1; Jurkat NFkB inh: -26; UBC13 inh: -7; CCR6 antag: 2; Apaf1 inhib: 1; 697 NFkB inh: -13; EBI2 block: 8; SENP8 inh: -10

How did COc1ccc(CN2CCN(Cc3ccc(C(F)(F)F)cc3)CC2)c(OC)c1 do in these assays?
Gli-Sufu antag: 6; Jurkat NFkB inh: -2; UBC13 inh: 10; CCR6 antag: 6; Apaf1 inhib: 13; 697 NFkB inh: -28; EBI2 block: -7; SENP8 inh: -5

How did COc1ccccc1NC(=O)COc1ccc(C(=O)NCC2CCCO2)cc1OC (centres undefined) do in these assays?
Gli-Sufu antag: 1; Jurkat NFkB inh: 5; UBC13 inh: 30; CCR6 antag: 7; Apaf1 inhib: -7; 697 NFkB inh: 3; EBI2 block: 10; SENP8 inh: 6

Results for Cc1cccc(OCC(=O)NNC(=O)CSc2ncc(C#N)c(N)n2)c1 ?
Gli-Sufu antag: 2; Jurkat NFkB inh: 6; UBC13 inh: 0; CCR6 antag: 7; Apaf1 inhib: 14; 697 NFkB inh: -18; EBI2 block: 1; SENP8 inh: 2

What do the screens show for `CCOC(=O)c1sc2ccccc2c1OC(=O)c1ccccc1OC`?
Gli-Sufu antag: -2; Jurkat NFkB inh: 10; UBC13 inh: 10; CCR6 antag: 20; Apaf1 inhib: 9; 697 NFkB inh: 6; EBI2 block: 3; SENP8 inh: 5

Results for CCOC(=O)N1CCN(c2cc(C)c(C(C)=O)cc2F)CC1 ?
Gli-Sufu antag: 7; Jurkat NFkB inh: -7; UBC13 inh: 5; CCR6 antag: 9; Apaf1 inhib: -10; 697 NFkB inh: 0; EBI2 block: -7; SENP8 inh: -5

Results for CC(C)Cc1nc2ccccc2[nH]1 ?
Gli-Sufu antag: -1; Jurkat NFkB inh: -3; UBC13 inh: -10; CCR6 antag: -4; Apaf1 inhib: -15; 697 NFkB inh: -5; EBI2 block: -11; SENP8 inh: -1

How did O=C(CSc1ccc2nnc(-c3ccccn3)n2n1)NCc1ccco1 do in these assays?
Gli-Sufu antag: 5; Jurkat NFkB inh: -3; UBC13 inh: -10; CCR6 antag: 1; Apaf1 inhib: 6; 697 NFkB inh: -14; EBI2 block: 2; SENP8 inh: -6

How did O=C(NCc1ccc(F)cc1)C(=O)NCC(c1ccco1)N1CCOCC1 (centres undefined) do in these assays?
Gli-Sufu antag: -7; Jurkat NFkB inh: -16; UBC13 inh: -2; CCR6 antag: 17; Apaf1 inhib: -9; 697 NFkB inh: -2; EBI2 block: -1; SENP8 inh: 6
